BaF3 parental – counter-screen for JAK2V617F inhibitors: parental Ba/F3 viability inhibitors | CellTiter-Glo ATP luminescence | inhibition, % at 5.6 µM | 1.1% of 220,000 active;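 active means inhibition above a per-campaign cutoff, the mean inhibition of all tested compounds plus 3 SD, cut at about 27% in these data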;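 further: 0% = DMSO wells and 100% = JAK Inhibitor I control wells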
NPY-Y2 PAM-ag – potentiators or agonists of human neuropeptide Y receptor Y2; cells expressing NPY-Y2, potentiator/agonist read-out; activation, % at 3.6 µM; 0.45% of 220,000 active; in the data active means activation above about 27%;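 further: cells stimulated with NPY near EC25 plus isoproterenol at EC100; 0% = vehicle plus submaximal agonist and 100% = vehicle plus saturating agonist; some results beyond the cut were filed as inactive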
Target sequence (P49146 whole entry, looked up): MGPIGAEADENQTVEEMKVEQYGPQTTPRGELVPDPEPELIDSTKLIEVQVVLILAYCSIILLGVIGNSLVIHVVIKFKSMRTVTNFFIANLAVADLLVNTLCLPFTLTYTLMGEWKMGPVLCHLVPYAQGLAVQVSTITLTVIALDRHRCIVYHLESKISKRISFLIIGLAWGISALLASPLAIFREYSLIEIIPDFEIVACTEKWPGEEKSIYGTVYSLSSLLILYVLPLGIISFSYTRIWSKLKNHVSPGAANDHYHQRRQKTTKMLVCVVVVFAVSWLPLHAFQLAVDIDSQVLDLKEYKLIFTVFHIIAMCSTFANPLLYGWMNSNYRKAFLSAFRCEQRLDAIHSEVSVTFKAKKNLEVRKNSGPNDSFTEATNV
Ba/F3 V617F tox – reduce viability of Ba/F3 cells dependent on JAK2V617F | inhibition, % at 5.6 µM | AID 1446 | 1.1% of 220,000 active | Ba/F3 EpoR-JAK2V617F viability, ATP luminescence;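 active means inhibition above the campaign mean plus 3 SD over all tested compounds, cut at about 24% in these data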;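 further: cytokine-independent growth of Ba/F3 cells driven by EpoR plus mutant JAK2; 0% = DMSO-treated cells and 100% = JAK inhibitor I control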
NPY-Y1 antag – antagonists of human neuropeptide Y receptor Y1. P25929. HEK293-CNG Y1 cells, membrane potential fluorescence; NPY at EC95, then isoproterenol. inhibition, % at 3.6 µM. 1% of 200,000 active;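 active means inhibition above the campaign mean inhibition of all tested compounds plus 3 SD, cut at about 20% in these data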;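 further: 0% = DMSO wells given NPY plus isoproterenol and 100% = isoproterenol alone without NPY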
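Material: HEK293 cells co-expressing NPY Y1 receptor and cyclic-nucleotide gated channel. Timing: compound incubation 1 h at room temperature, readout 45 min post-stimulation. Signal: fluorescence, membrane potential probe.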
Runt-CBFb FRET – blocks binding of human RUNX1 Runt domain to CBFb; Cerulean-Runt/Venus-CBFb FRET ratio 530/480, 1 h; inhibition, % at 20 µM; 0.46% of 220,000 active;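 active means inhibition over about 50% at 20 µM in the single-dose screen, limit read from the data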;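 further: 0% = DMSO wells and 100% = excess unlabeled CBFb competitor control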
Target sequence (Q01196 whole entry, looked up, the tested form may be a part): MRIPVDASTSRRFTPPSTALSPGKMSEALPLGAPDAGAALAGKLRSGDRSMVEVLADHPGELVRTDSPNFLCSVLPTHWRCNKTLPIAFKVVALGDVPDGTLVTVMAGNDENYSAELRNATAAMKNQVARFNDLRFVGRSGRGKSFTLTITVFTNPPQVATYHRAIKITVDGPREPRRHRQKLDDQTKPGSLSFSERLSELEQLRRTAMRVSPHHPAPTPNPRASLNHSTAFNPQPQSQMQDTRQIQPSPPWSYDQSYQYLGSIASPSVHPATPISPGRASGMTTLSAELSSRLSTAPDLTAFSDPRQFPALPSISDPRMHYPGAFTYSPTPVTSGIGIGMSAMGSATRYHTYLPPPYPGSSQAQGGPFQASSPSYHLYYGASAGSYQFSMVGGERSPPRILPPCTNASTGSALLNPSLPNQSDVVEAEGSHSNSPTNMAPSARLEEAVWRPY
Target sequence (Q13951 whole entry, looked up, the tested form may be a part): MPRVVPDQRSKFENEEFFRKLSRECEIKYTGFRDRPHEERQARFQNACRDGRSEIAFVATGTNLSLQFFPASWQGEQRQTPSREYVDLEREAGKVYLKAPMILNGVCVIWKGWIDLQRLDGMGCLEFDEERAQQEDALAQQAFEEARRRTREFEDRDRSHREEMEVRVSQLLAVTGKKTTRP
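Reagent – Venus-CBFb binding partner, 100 nM · Assay system – Cerulean-tagged RUNX1 Runt domain (FRET donor) fusion protein · Input – 100 nM per protein · Incubation – two 1 h room-temperature incubations shielded from light · Measured by – FRET fluorescence · Medium – Tris buffer pH 7.5 with salts and BSA · Benchmarks – unlabeled CBFb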
NPY-Y1 PAM-ag – potentiators or agonists of human neuropeptide Y receptor Y1 | P25929 | NPY-Y1 expressing cells, potentiator/agonist activation | activation, % at 3.6 µM | 0.37% of 220,000 active | AID 1304; in the data active means activation above about 33%, passing the limit was not always enough;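 further: cells stimulated with NPY at EC10 then isoproterenol at EC100; 0% = low agonist plus stimulus and 100% = saturating agonist plus stimulus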
S1P4 antagonist – antagonists of human S1P4 receptor | 0.26% of 220,000 active | S1P4-expressing cells, antagonist mode, reporter read-out | O95977 | inhibition, % at 4.98 µM; in the data active means inhibition above about 29%;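 further: 0% = wells stimulated with agonist and 100% = vehicle wells without agonist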
S1P4 ag – activates the human S1P4 receptor; S1P4-expressing cell line, agonist reporter assay; AID 1509; activation, % at 4.98 µM; 0.35% of 220,000 active; O95977; in the data active means activation above about 11%;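 further: 0% = DMSO vehicle and 100% = reference agonist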
RBBP9 inhibitor – blocks human serine hydrolase RBBP9. 0.2% of 220,000 active. AID 1515. recombinant RBBP9, FP-Rh probe fluorescence polarization. O75884. inhibition, % at 7.94 µM;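 active means inhibition above the campaign mean of all tested compounds plus 3 SD, cut at about 14% in these data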;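 further: plate controls were DMSO wells with RBBP9 for no effect and wells lacking RBBP9 protein for full effect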
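System: RBBP9 protein / Buffer or medium: Tris/NaCl buffer pH 8.0 with 0.1% Pluronic / Probe or stimulus: Serine-hydrolase probe FP-Rh, 375 nM pre-mixing / Dosing: 7.94 µM single dose, 0.794% DMSO / Times: enzyme-compound preincubation 30 min, then probe labeling 45 min, 25 °C / Technique: fluorescence polarization (mP), excitation 525 nm, emission 598 nm / Replication: singlicate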
Active calls of the source: *; x = not tested or not shown.

SMILES	BaF3 parental	NPY-Y2 PAM-ag	Ba/F3 V617F tox	NPY-Y1 antag	Runt-CBFb FRET	NPY-Y1 PAM-ag	S1P4 antagonist	S1P4 ag	RBBP9 inhibitor
CCCCCCC(=O)N1CCCC(c2nc(-c3cccc(OC)c3)no2)C1 (configuration not stated)	-3	-21	-3	x	-4	-1	-25	-0.8	-3
C=CCn1c(SCC(N)=O)nnc1-c1cnccn1	1	-7	-5	x	2	12	-3	1.5	1
COc1ccccc1NC(=O)CN(Cc1ccco1)C(=O)c1cncc(Br)c1	-3	-13	2	x	3	-9	13	0.7	1
COc1cc(OC)c(C(=O)N2CCCC2)cc1OC	7	-17	0	4	1	-14	3	-1.7	6
O=C(CCn1c(=O)oc2ccccc21)NCc1ccc2c(c1)OCO2	1	9	-3	1	1	-7	-12	-0.7	-9
Cc1ccccc1OCCn1c(=O)oc2ccccc21	4	-5	1	2	0	-12	-4	0.1	-5
COC(=O)c1nc(C(=O)OC)c(C(=O)OC)nc1C(=O)OC	4	-12	-3	10	-1	24	0	1.5	-7
Cc1ccc(C)c(NC(=S)NCCc2c[nH]c3ccccc23)c1	1	-3	3	x	0	4	11	-4.1	-5
COc1ccc2c(C)cc(SCC(=O)N(C)C3CCS(=O)(=O)C3)nc2c1 (configuration not stated)	8	3	4	4	3	-2	2	-0.7	0
CCN(CC)C(=O)c1c(Cl)nc(C)c([N+](=O)[O-])c1C	1	-10	-1	-4	1	14	-3	-3.8	7
O=C1ON=C(c2ccccc2)/C1=C/c1ccco1	4	0	0	-2	7	3	0	-2.1	-1
CCCc1cc(=O)[nH]c(SCC(=O)N2CCN(S(=O)(=O)c3ccc4ccccc4c3)CC2)n1	3	12	-2	2	-4	12	-6	0.1	7
CCOC(=O)COc1ccc(Br)cc1C1NC(=O)NC(C)=C1C(=O)NCc1ccccc1 (configuration not stated)	-2	-4	4	-1	0	-10	4	-0.1	-5
Cc1noc(C)c1COC(=O)c1ccc(S(=O)(=O)N2CCCCC2)cc1	3	0	1	-1	-1	-4	-17	1.0	4
COc1cc(/C=N/Nc2ccc3ccccc3c2)ccc1OC(=O)c1ccco1	5	15	-2	-2	7	9	7	-0.1	-3
Cc1cccc2nc(CSc3nc4[nH]ncc4c(=O)n3-c3cccc(Cl)c3)cc(=O)n12	3	0	-1	0	-3	1	-8	2.9	-8
COc1ccc(OCC(=O)NCCc2ccc(S(N)(=O)=O)cc2)cc1	3	-11	1	5	0	-18	-5	-1.1	-11
O=C(c1ccc2c(c1)C(=O)N(Cc1ccco1)C2O)N1CCOCC1 (configuration not stated)	8	-8	0	1	3	-4	0	-2.2	-7
O=C1OCc2cc(NC(=O)C3COc4ccccc4O3)ccc21 (configuration not stated)	6	0	-1	-4	-2	-35	-2	1.6	-1
CCOC(=O)CNC(=O)CNC(=O)c1nn(-c2ccc(OC)c(Cl)c2)c(=O)c2ccccc12	5	-1	1	2	-5	-7	15	-0.1	-6
O=C(N/N=C\c1ccc(-c2ccccc2[N+](=O)[O-])o1)C1COc2ccccc2O1 (configuration not stated)	3	-5	2	-1	15	10	-8	1.9	-3
O=C(CSc1ncnc2nc[nH]c12)N1CCN(c2ccc(Cl)cc2)CC1	12	-11	16	-2	-3	5	-3	0.5	-12
CCCCN(C(=O)Cn1nnc2ccccc21)C(C(=O)NCCOC)c1ccccc1 (configuration not stated)	5	-5	8	7	-2	8	4	-0.4	0
COc1cc(-c2nnc(SCC(=O)OC3CCCCC3)o2)cc(OC)c1OC	5	-15	2	6	-4	-31	-31	-0.3	-5
CCOc1ncccc1C(=O)NCc1ccc(OC)cc1	9	-11	4	3	4	-17	-4	-0.8	5
Cc1ccc(/C=C/S(=O)(=O)NCC(=O)OCC(=O)N2CC(=O)Nc3ccccc32)cc1	-2	-9	-2	x	2	-6	9	0.9	-10
CCn1c(SCC(=O)N/N=C/c2cccs2)nc2ccccc21	7	15	0	-3	-2	5	-15	0.2	-4
CCOC(=O)C1(CCOc2ccccc2)CCN(Cc2cnc(C)[nH]2)CC1	5	-16	0	2	1	3	-14	0.3	-1
CCC(=O)c1c[nH]c(C(=O)NCCc2ccccn2)c1	-1	6	-4	0	1	3	0	-0.8	-6
COc1cccc(-n2ccnc2SCC(=O)Nc2cc(OC)ccc2OC)c1	2	3	1	6	-3	3	-24	-1.2	-4

Compound profiles, as listed above. Screens in order: BaF3 parental	NPY-Y2 PAM-ag	Ba/F3 V617F tox	NPY-Y1 antag	Runt-CBFb FRET	NPY-Y1 PAM-ag	S1P4 antagonist	S1P4 ag	RBBP9 inhibitor
Record of O=C1ON=C(c2ccccc2)/C1=C/c1ccco1 = 4	0	0	-2	7	3	0	-2.1	-1
Record of C=CCn1c(SCC(N)=O)nnc1-c1cnccn1 = 1	-7	-5	x	2	12	-3	1.5	1
Record of Cc1ccc(C)c(NC(=S)NCCc2c[nH]c3ccccc23)c1 = 1	-3	3	x	0	4	11	-4.1	-5
Record of Cc1noc(C)c1COC(=O)c1ccc(S(=O)(=O)N2CCCCC2)cc1 = 3	0	1	-1	-1	-4	-17	1.0	4

Following part.
SMILES	BaF3 parental	NPY-Y2 PAM-ag	Ba/F3 V617F tox	NPY-Y1 antag	Runt-CBFb FRET	NPY-Y1 PAM-ag	S1P4 antagonist	S1P4 ag	RBBP9 inhibitor
COC(=O)c1c(C)noc1-c1ccc(Cl)cc1	-2	-3	-4	x	3	-18	-5	-0.7	0
S=C1NCCc2ccccc2C1c1ccccc1 (configuration not stated)	1	0	1	-2	0	-3	-15	2.7	-4
CCSc1cc(N2CCCC2)nc(-c2ccc(C)cc2)n1	4	-4	0	-6	-4	5	-8	0.8	5
CCOC(=O)c1c(C)n(C)c2ccc(OCC(O)CN(CC)CC)cc12 (configuration not stated)	6	-20	-1	4	0	-18	-16	-0.2	-6
C=CCn1c(=O)c(C(=O)Nc2ccccc2S(N)(=O)=O)c(O)c2ccccc21	1	-10	-4	3	-4	24	14	-0.9	-5
Cc1cc(O)c(/C=N/Nc2ccc(F)cc2)c(=O)o1	9	4	4	-8	0	9	-7	0.1	-6
Cc1cc([N+](=O)[O-])nn1CC(=O)Nc1nc2ccccc2s1	1	-2	5	-2	0	11	-28	-1.2	-4
CCn1cc(CNC(=O)CSc2nc(-c3ccc(OC)c(OC)c3)cc(C(F)(F)F)n2)c(C)n1	6	3	-2	-4	0	1	-8	-1.4	-2
CCOC(=O)c1ccc(NC(=O)C2C3CCC(C3)C2C(=O)O)cc1 (configuration not stated)	2	-2	1	1	0	-3	2	0.2	-2
CCCCNC(=O)C1=C(N)C(C(=O)Nc2ccc(C)c(S(=O)(=O)N3CCCCC3)c2)SC1=Nc1ccc(C)cc1C (configuration not stated)	6	12	-1	1	-1	7	6	-0.1	-9
Cc1onc(-c2c(F)cccc2Cl)c1C(=O)NCCO	2	-5	-3	1	0	-12	-8	1.8	-4
O=C(O)CNC(=S)N(Cc1ccc(F)cc1)C1CCCCC1	0	-12	-2	1	0	1	-8	-1.4	-12
COc1ccc(C2=NO[C@@H]3[C@@H]4C[C@@H]([C@H]5C(=O)N(c6ccc7c(c6)OCO7)C(=O)[C@@H]45)[C@H]23)cc1OC	5	3	-3	12	0	-9	-13	1.6	-6
CC(=O)c1ccc(NC(=O)N2CCc3ccccc3C2)cc1	4	3	0	0	-1	5	9	0.1	-2
Cc1ccc(NC(=O)Nc2cccs2)nc1	1	-1	0	-5	6	14	7	1.8	-5
O=C(NNC(=O)C1C2CCC(C2)C1C(=O)O)c1ccc(Br)o1 (configuration not stated)	8	2	0	0	-2	19	0	0.7	-2
CCCCCn1c(CNC(=O)CC)nc2ccccc21	2	-2	3	4	0	-7	-30	0.2	-8
COc1cc2c(cc1OC)CN(S(C)(=O)=O)CC2	10	-10	4	4	-1	-1	-2	-3.2	-10
COC(=O)NNC(=O)COc1ccc(Cl)cc1	-1	5	-4	-2	0	7	-12	-1.4	-5
COc1ccc(N2C(=O)C3C4C=CC(C4)C3C2=O)nn1 (configuration not stated)	5	-6	3	0	0	-9	-4	-3.0	10
O=C(c1ccc(Cl)c(Cl)c1)N1CCC(=O)N(C(COCc2cccc(C(F)(F)F)c2)Cc2ccccc2)CC1 (configuration not stated)	3	-4	4	-3	-13	-33	3	0.8	-9
COc1ccc(NC(=O)CCS(=O)(=O)c2cccc3nonc23)cc1	6	-2	1	-6	0	-1	9	0.8	0
CC(=O)Nc1cc(C(=O)N2CCc3ccccc3C2)ccc1Sc1ccc(Cl)cc1	-1	-3	-4	10	-3	-1	-19	-0.8	-7
CN1C(=O)Cc2cc(S(=O)(=O)N3CCOCC3)ccc21	4	-21	4	-1	0	-10	-16	-0.5	-1
COc1ccc(C2Nc3ccccc3C(=O)N2NS(=O)(=O)c2ccc(C)cc2)cc1 (configuration not stated)	7	5	-2	3	1	3	-30	3.5	-6
COCCCNC(=O)c1ccc(N2CCCC2)c(NS(=O)(=O)c2ccc(C)cc2)c1	4	5	-3	-4	1	1	-7	-0.4	-2
COc1ccc(-n2c(COc3cccc(C)c3)nnc2SCC(=O)NCc2ccco2)cc1	0	9	-3	0	-2	0	2	-0.4	-7
CCOC(=O)C1C(=O)NC(N2CCN(Cc3ccccc3)CC2)=NC1c1ccco1 (configuration not stated)	-1	8	-4	-1	0	22	-7	1.1	-4
Cc1ccc(OC2=NS(=O)(=O)c3ccccc32)cc1	4	-1	1	2	1	-6	12	1.2	-6
CCOC(=O)Cc1csc(NC(=O)CCCC(=O)O)n1	3	-20	-4	x	1	1	-1	0.7	5
O=C(NNc1nc(-c2ccccc2)c2cc(Br)ccc2n1)c1ccc(S(=O)(=O)N2CCCCC2)cc1	-1	-1	-3	1	0	-14	-9	0.9	-4
CCc1nn(C)c(-c2n[nH]c(=S)n2N)c1Cl	1	4	-6	2	4	6	-7	1.0	6
Cc1ccc(C(=O)Nc2ccc(C)c(S(=O)(=O)Nc3ccccc3Cl)c2)s1	-1	20	-1	-1	0	22	2	-0.8	-9
CN(C)CCn1c2ccccc2c2nc3ccc([N+](=O)[O-])cc3cc21	71*	1	87*	x	-1	8	-56	2.7	-4
Cc1ccccc1Cn1ccc(=NCc2ccccc2)cc1	79*	-2	100*	2	-1	-13	-8	0.5	1
COc1cccc(CNCCNC(=O)c2ccco2)c1OC	10	-6	5	-1	-2	-11	-3	1.5	-6
CC1=C/C(=C\c2ccc(Br)o2)C(=O)O1	6	-11	0	3	4	-7	-5	-0.1	-6
O=C1CN(C(=O)CSc2nnc(C3CC3)n2-c2ccccc2)c2ccccc2N1	-1	1	-6	-4	-1	12	-8	0.2	-4
O=C(Nc1ccccc1)Nc1nc(-c2ccc(Cl)cc2)cs1	6	2	2	6	3	11	-8	4.6	-11
